AmpC inh detg = AmpC beta-lactamase inhibition with detergent present. P00811. hit rate 0.041% among 370,000. Potency, µM (titrated, usually from 114 µM), inactives show at the top dose activity change, negative = inhibition, hits mostly inhibitors. AID 485294. AmpC hydrolysis of nitrocefin, absorbance 480 nm, 0.01% Triton;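 further: potency means the concentration at half of the fitted maximal effect; 0% = no-compound wells and -100% = no-enzyme wells; nearly all actives have a fitted effect of over 25% in size; some results filed as inactive show a strong effect at the top dose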
Target sequence (P00811 whole entry, looked up): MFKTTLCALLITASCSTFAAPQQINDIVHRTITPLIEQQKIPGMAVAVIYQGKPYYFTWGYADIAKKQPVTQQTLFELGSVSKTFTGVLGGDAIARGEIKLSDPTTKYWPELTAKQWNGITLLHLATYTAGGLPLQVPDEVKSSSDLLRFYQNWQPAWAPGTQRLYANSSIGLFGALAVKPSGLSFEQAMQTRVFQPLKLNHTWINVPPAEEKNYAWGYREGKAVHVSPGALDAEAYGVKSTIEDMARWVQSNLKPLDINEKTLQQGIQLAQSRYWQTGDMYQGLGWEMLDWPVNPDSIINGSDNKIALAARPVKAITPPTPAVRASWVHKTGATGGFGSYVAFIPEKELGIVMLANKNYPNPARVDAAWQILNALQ
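20 mM phosphate pH 7.0 + 0.01% (detergent screen) or 0.0001% Triton X-100; 5.3 nM AmpC reagent; cpd preinc 15 min RT; nitrocefin (800 uM stock) to start; A480 q20 s × 4 min; Activity was normalised to no-enzyme and no-compound control wells.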
AmpC no deterg = AmpC beta-lactamase inhibition without detergent; P00811; AmpC nitrocefin hydrolysis, absorbance 480 nm, 0.0001% Triton; Potency, µM (highest dose often 57.1 µM), for the others: at the top dose activity change, negative = inhibition, most hits filed as inhibitors; hit rate 0.52% among 330,000; AID 485341;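 further: potency means the concentration at half of the fitted maximal effect; plate controls were no compound for no effect and no enzyme for full effect; nearly all actives have a fitted effect of over 20% in size; some results filed as inactive show a strong effect at the top dose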
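AmpC (5.3 nM in the dispensed reagent) in 20 mM phosphate pH 7.0 with 0.01% (detergent screen) or 0.0001% Triton X-100 was preincubated with compounds for 15 min at room temperature. Nitrocefin was then added from an 800 uM solution, and hydrolysis was followed at 480 nm.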
AMA1 RON2 block = inhibitors of Plasmodium falciparum AMA1-RON2 interaction. AlphaScreen AMA1-biotinylated RON2 peptide binding. Potency, µM (series often up to 58.2 µM), for the others: at the top dose activity change, negative = inhibition, most hits filed as inhibitors. hit rate 0.2% among 360,000;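 further: potency means the concentration at half of the fitted maximal effect; 0% = vehicle wells and -100% = peptide control; nearly all actives have a fitted effect of over 45% in size; some results filed as inactive show a strong effect at the top dose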
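AMA1 (3D7) with his tag at 25 nM final met compounds first, then biotinylated RON2 peptide at 25 nM; detection used donor plus acceptor beads, 10 µg/mL apiece, read by AlphaScreen after 30 min at room temperature.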
FBPA Giardia inh = inhibitors of Giardia lamblia fructose-1,6-bisphosphate aldolase; Potency, µM (highest dose often 59.6 µM), for the others: at the top dose activity, negative = inhibition, most hits filed as inhibitors; A8B2U2; purified Giardia FBPA; AID 2451; hit rate 0.71% among 290,000; further: potency means the concentration at half of the fitted maximal effect; on the % scale 0 is the no-effect control and ±100 the full control effect; nearly all actives have a fitted effect of over 55% in size
Target sequence (A8B2U2 whole entry, looked up): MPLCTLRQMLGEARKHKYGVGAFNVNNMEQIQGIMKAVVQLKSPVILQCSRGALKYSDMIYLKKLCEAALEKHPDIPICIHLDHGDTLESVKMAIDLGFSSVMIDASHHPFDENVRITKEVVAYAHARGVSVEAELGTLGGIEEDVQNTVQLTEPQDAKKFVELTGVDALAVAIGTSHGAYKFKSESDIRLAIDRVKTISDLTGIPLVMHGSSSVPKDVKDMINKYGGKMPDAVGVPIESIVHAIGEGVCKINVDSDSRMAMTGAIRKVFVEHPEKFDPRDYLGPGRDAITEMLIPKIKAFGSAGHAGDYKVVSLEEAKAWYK
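Giardia FBPA (40 nM reagent) was preincubated 10 min at RT with compound (up to 57.5 uM final), then substrate plus GAPDH/TPI/NAD/arsenate coupling system with diaphorase/resazurin was added; resorufin fluorescence (525/598 nm) was read after 20 min.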
CHX counter = counter-screen hit for Shiga toxin inhibitors, cycloheximide | cell reporter, cycloheximide protein synthesis inhibition counterscreen | max response, % | hit rate 12% among 300,000; in the data active means max response mostly above about 13%, no sharp cut-off; inactive means mostly below about 14%; further: read at 38.3 µM for the half of the compounds with a filed dose; 0% is about no effect
HCMV inh = human cytomegalovirus inhibition; HFF cells, HCMV-luciferase reporter, 72 h; active compounds read low; activity change, negative = inhibition, % at 57.5 µM; hit rate 4.5% among 410,000; AID 1259415; in the data active means activity change below about -60%; inconclusive means no clear call, values can overlap the other calls; inactive means above about -39%; further: on the % scale 0 is the no-effect control and ±100 the full control effect
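HFF cells seeded 16 h at 37C, treated with compounds, infected with luciferase-reporter HCMV at MOI 1 PFU/cell; luciferase read at 72 h post infection, normalized to buffer-only and Salinomycin controls.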
Shiga inhibitor = inhibitors of Shiga toxin in Vero cells; inhibition, % at 38.7 µM; AID 2315; hit rate 9.2% among 290,000; Vero cells, Shiga toxin protein synthesis inhibition reporter; in the data active means inhibition mostly above about 28%, no sharp cut-off; inactive means mostly below about 43%; further: 0% is about no effect
* marks the source's active call; other numbers are inactive results; ? = inconclusive; . = not tested or not shown; [ ] = dose if it differs, or a comment. Unless noted, the call rests on the fitted dose curve; in most records, active means well fitted curve in the direction sought with a large enough effect; inconclusive means small, poorly fitted or top-dose-only effect, or another doubt; inactive means no such curve, though single readings can be large; an effect the other way counts as inactive or inconclusive.

SMILES | AmpC inh detg | AmpC no deterg | AMA1 RON2 block | FBPA Giardia inh | CHX counter | HCMV inh | Shiga inhibitor
COc1ccc(-n2c(SCC(=O)Nc3ccc4c(c3)OCO4)nc3c(c2=O)SCC3)cc1 | 0% | 1% | -5% | -3% | -1 | -6 | -3
CC1(C)CC(c2nc(-c3ccc(Cl)cc3)cs2)CCS1 (stereo not drawn) | 3% | -19% | 24% | 0% | 10 | -7 | -7
NC(=O)C1CCN(C(=O)CCSc2ccc(Cl)cc2)CC1 | 2% | 8% | -3% | 1% | 25 | -8 | 27
CC(=O)Oc1ccc2ccccc2c1C(NC(=O)Cc1ccccc1)c1ccccc1Cl (stereo not drawn) | 5% | -54% | -5% | 0% | 4 | -16 | -6
COc1ccc(C(=O)N/C(=C\c2cn(C)c3ccccc23)C(=O)N2CCN(C)CC2)cc1 | 8% | 89%[activator] | 8% | . | 1 | 31 | 11
CC1=C(C(=O)OC(C)C)C(c2cccs2)n2ncnc2N1 (stereo not drawn) | -4% | -18% | 8% | 22% | -5 | 14 | -9
CCOC(=O)C(NC(=O)c1ccc(Cl)cc1Cl)(Nc1ccc(C)cc1)C(F)(F)F (stereo not drawn) | -5% | -11% | 7% | 1% | 13 | 57 | 25
O=C(CCCc1ccccc1)N=C1SC2CS(=O)(=O)CC2N1c1ccccc1 (stereo not drawn) | -1% | 24% | -3% | . | -2 | -13 | -6
Cc1cc(-c2ccccc2)nc2oc(C(=O)NN)c(N)c12 | 4% | -19% | 80%[activator] | 1% | -2 | 67 | 29
CCCn1c(NC(=O)CCNC(=O)c2ccccc2Cl)nc2ccccc21 | -3% | -8% | 113%[activator] | . | . | ? | .
CCc1ccc2[nH]c(=O)c(CN(Cc3ccccc3)C(=O)Nc3ccccc3OC)cc2c1 | -1% | -23% | 4% | -4% | 1 | ? | -5
COCCN1CCN(Cc2cn[nH]c2-c2cc3ccccc3o2)CC1 | 2% | 2% | -2% | 6% | 1 | -24 | 9
O=C(COc1ccccc1Cl)NCCCNC(=O)c1ccccn1 | 6% | -1% | 14% | 5% | -4 | 5 | -4
O=C(CCC(=O)c1cccs1)OCC(=O)N1CCN(S(=O)(=O)c2ccccc2)CC1 | ? | 11% | 1% | 1% | -1 | 1 | -13
CC(C)(C)NC(=O)C(c1cccs1)N(C(=O)c1csnn1)c1ccccc1F (stereo not drawn) | -10% | 88%[activator] | -3% | -1% | 1 | -29 | -6
Nc1ncnc(Nc2ccc(F)cc2)n1 | 5% | -22% | -1% | 3% | 10 | -26 | 31
N#CCCn1cnc2ccccc21 | 2% | -11% | -4% | -4% | -1 | 10 | -11
Cc1ccnc(NS(=O)(=O)c2ccc(NC(=O)CCS(=O)(=O)c3ccccc3)cc2)n1 | 2% | -9% | -9% | 6% | 26 | ? | 42
Cc1ccccc1C(=O)OCc1cnc(Cl)s1 | -4% | -10% | 26% | 0% | -1 | -19 | 45
COc1ccc(N2CCN(S(=O)(=O)c3cn(C)c(=O)n(C)c3=O)CC2)cc1 | 1% | -16% | 0% | 5% | 2 | 2 | 4
CN(C)N=Nc1nc2c([nH]1)c(=O)n(C)c(=O)n2C | 2% | -26% | -22% | -21% | -1 | 7 | 21
CN(C)[C@@H]1C(=O)C(C(N)=O)=C(O)[C@@]2(O)C(=O)C3=C(O)c4c(O)cccc4[C@@](C)(O)C3CC12 (stereo partly drawn) | . | . | . | ? | 32 | . | 17
O=C1OCCN/C1=C\C(=O)c1ccccc1 | ? | -12% | -4% | -5% | -1 | 59 | -3
O=C(NCCS(=O)(=O)N1CCN(c2ccc(F)cc2)CC1)c1ccc(Br)o1 | ? | -5% | 2% | 0% | 8 | 7 | -10
CC1CCCCN1S(=O)(=O)c1ccc(C(=O)Nc2ccccc2-c2nc3ccccc3[nH]2)cc1 (stereo not drawn) | 3% | -33% | 10% | -1% | -4 | -32 | 9

(more compounds)
SMILES | AmpC inh detg | AmpC no deterg | AMA1 RON2 block | FBPA Giardia inh | CHX counter | HCMV inh | Shiga inhibitor
CCN1c2nc3c(C)cccn3c(=O)c2CC2(C(=O)N(C)C(=O)N(C)C2=O)C1C (stereo not drawn) | ? | -13% | -8% | 4% | -2 | 8 | -1
Cc1ccc(-n2ncc3ccccc3c2=O)cc1Cl | ? | -13% | 4% | -3% | 38* | 35 | 114*
CN(CC(=O)Nc1ccc(F)cc1)CC(=O)NC1CCCCC1 | 6% | -12% | 3% | . | . | -7 | .
COCCNc1nnc(SCC(=O)Nc2cc(-c3ccccc3)nn2-c2ccccc2)s1 | ? | -1% | 38%[activator] | -7% | 3 | 21 | -5
Cc1nnc2ccc(-c3ccc(NS(=O)(=O)c4ccccc4)cc3)nn12 | ? | -29% | 1% | . | . | 8 | .
CCCCC(=O)N/N=C/c1ccc(N2CCOCC2)c([N+](=O)[O-])c1 | 0% | -22% | 4% | 3% | -5 | -27 | -5
CC(=O)NCCNc1ccc([N+](=O)[O-])cc1C#N | 8% | -7% | -5% | 1% | 0 | 74 | -1
Cn1c(CC(=O)Nc2ccccc2F)nnc1SCC(=O)N1CCOCC1 | 2% | 0% | 12% | . | 30* | 20 | 42
OC1CCN(Cc2ccc3ccccc3c2)CC1 | -14% | -17% | 7% | ? | -3 | 12 | -13
CN(C(=O)Oc1ccc(Cl)c2cccnc12)c1ccccc1 | -6% | -14% | -4% | 3% | -3 | -21 | -4
O=C(NC1CCCC1)C1CC(=O)N(C2CCCCCCC2)C1 (stereo not drawn) | -2% | -1% | -1% | 5% | -1 | 24 | 2
Oc1ccc(C2Nc3cccc4cccc(c34)N2)c(O)c1 | -1% | -36% | 18% | -14% | -1 | -12 | 21
O=C(CCS(=O)(=O)c1ccc(Br)cc1)NC1CCCCCC1 | 7% | -2% | 11% | 7% | 10 | 27 | -4
O=C(c1ccc(CS(=O)Cc2ccc(Cl)cc2)o1)N1CCN(c2cccc(Cl)c2)CC1 (stereo not drawn) | -1% | 115%[activator] | -9% | -3% | 10 | -25 | 15
O=C(O)c1ccccc1-c1ccccc1C(=O)Nc1cccc2ccccc12 | -6% | -18% | -5% | 15% | -3 | 67 | -19
O=C1CC(Nc2ccc(N3CCOCC3)cc2)C(=O)N1c1ccccc1F (stereo not drawn) | ? | -28% | -10% | -15% | 7 | 53 | 9
COc1ccc(OC)c2[nH]c(=O)c(CCNC(=O)C3CCCCC3)cc12 | -12% | -20% | 3% | -14% | 11 | -28 | -14
COc1cccc(NC(=O)Cn2cc(C#N)c3ccccc32)c1 | 2% | -25% | 3% | 17% | -2 | ? | 10
O=C(NNC(=O)c1cncc(Br)c1)c1ccncc1 | 3% | 4% | -3% | . | . | -10 | .
COc1ccc2nc(-c3cccc(N)c3)[nH]c2c1 | 2% | -9% | -8% | ? | 18* | 40 | 32
CCCCCCC(=O)OCC(=O)c1ccc2c(c1)NC(=O)CO2 | 2% | -19% | 3% | 1% | 1 | 18 | -13
O=C(CCC(=O)Nc1ccccc1Cl)NN=C1CCCC1 | -7% | -11% | 21% | . | 8 | -21 | -1
Cc1nn(-c2ccccc2)cc1/C=N/NC(=O)c1cccs1 | 2% | -41% | -5% | 4% | 44* | 10 | 102*
CC(C)(C)N1C(=O)[C@H]2[C@@H](c3ccc(Br)cc3)N3C(=O)N(c4ccc(Br)cc4)C(=O)[C@@]3(Cc3ccccc3)[C@H]2C1=O | -16% | 10% | 4% | -9% | 10 | . | 29
O=C(CNC(=S)N(Cc1ccccc1F)C1CCCCC1)NCCCN1CCOCC1 | ? | 88%[activator] | 5% | 0% | -3 | -21 | -5

Two entries picked at random from those above:
SMILES | AmpC inh detg | AmpC no deterg | AMA1 RON2 block | FBPA Giardia inh | CHX counter | HCMV inh | Shiga inhibitor
CC(=O)Oc1ccc2ccccc2c1C(NC(=O)Cc1ccccc1)c1ccccc1Cl (stereo not drawn) | 5% | -54% | -5% | 0% | 4 | -16 | -6
CN(CC(=O)Nc1ccc(F)cc1)CC(=O)NC1CCCCC1 | 6% | -12% | 3% | . | . | -7 | .

Additional results.
SMILES | AmpC inh detg | AmpC no deterg | AMA1 RON2 block | FBPA Giardia inh | CHX counter | HCMV inh | Shiga inhibitor
O=C(c1ccc(Cn2c(=S)[nH]c3ccc(Br)cc3c2=O)cc1)N1CCN(C2CCCCC2)CC1 | -11% | -30% | 10% | 2% | -8 | -4 | -6
CCN(CC)S(=O)(=O)c1ccc(NC(=O)COC(=O)CCc2cc(OC)c(OC)c(OC)c2)cc1 | ? | 1% | -6% | 8% | -1 | -6 | -11
O=C(/C=C/c1cccs1)N1CCc2ccccc21 | -5% | -28% | -1% | -9% | 27* | 72 | -4
Cc1ccccc1CN(C)C(=O)COC(=O)c1ccc2[nH]c(C)c(C)c2c1 | . | -6% | -3% | . | . | -13 | .
CCCCCCn1c(C(C)NC(=O)c2ccco2)nc2ccccc21 (stereo not drawn) | 4% | 68%[activator] | -3% | 1% | 12* | 3 | 5
C=CCn1c(=N)n(CC(=O)O)c2ccccc21 | -12% | -6% | 24% | -12% | 1 | 29 | 0
CC(=O)Nc1ccc2c(c1)NC(=O)CC2 | -2% | -6% | 8% | 0% | -2 | 39 | 3
Clc1ccc(CN2CCCCCCC2)cc1 | 5% | -20% | -15% | -19% | -10 | ? | -15

4 of the compounds above, field by field.
> CCCCCCn1c(C(C)NC(=O)c2ccco2)nc2ccccc21 (stereo not drawn)
  AmpC inh detg: 4%; AmpC no deterg: 68%[activator]; AMA1 RON2 block: -3%; FBPA Giardia inh: 1%; CHX counter: 12*; HCMV inh: 3; Shiga inhibitor: 5
> C=CCn1c(=N)n(CC(=O)O)c2ccccc21
  AmpC inh detg: -12%; AmpC no deterg: -6%; AMA1 RON2 block: 24%; FBPA Giardia inh: -12%; CHX counter: 1; HCMV inh: 29; Shiga inhibitor: 0
> CC(=O)Nc1ccc2c(c1)NC(=O)CC2
  AmpC inh detg: -2%; AmpC no deterg: -6%; AMA1 RON2 block: 8%; FBPA Giardia inh: 0%; CHX counter: -2; HCMV inh: 39; Shiga inhibitor: 3
> Clc1ccc(CN2CCCCCCC2)cc1
  AmpC inh detg: 5%; AmpC no deterg: -20%; AMA1 RON2 block: -15%; FBPA Giardia inh: -19%; CHX counter: -10; HCMV inh: ?; Shiga inhibitor: -15

Not a hit list (roughly 16% active in at least one column).
